# RGS4 block: inhibitors of human RGS4. HEK293 M3R/RGS4 inducible, Fluo-4 calcium flux; active compounds read high; triggered by carbachol at its EC20. B-score at 10 µM. actives 0.45% (n = 310,000);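 active = B-score, a plate-corrected calcium signal, over three deviations above library mean, with baseline fluorescence within five deviations of library mean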;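 note: RGS4 expression induced by doxycycline in cells with stable M3 receptor; B-score is computed from the integrated fluorescence ratio over baseline after carbachol; higher B-score means a larger calcium signal and so more RGS4 inhibition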
# Target sequence (P49798 whole entry, looked up): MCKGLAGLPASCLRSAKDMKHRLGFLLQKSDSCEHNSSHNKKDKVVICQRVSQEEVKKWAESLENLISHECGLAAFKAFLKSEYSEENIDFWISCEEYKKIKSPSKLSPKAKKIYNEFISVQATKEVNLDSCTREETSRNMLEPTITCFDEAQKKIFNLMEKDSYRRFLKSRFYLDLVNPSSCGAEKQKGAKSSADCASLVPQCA
# MrgX1 ag: agonists of human MrgX1 receptor; MrgX1-HEK293 cells, Fluo-4 calcium fluorescence, agonist mode; active compounds read high; actives 0.44% (n = 310,000); B-score at 10 µM;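 active = calcium response B-score plate-corrected fluorescence ratio at least 3 library SD, with starting fluorescence B-score inside 5 SD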
# Target sequence (Q96LB2 whole entry, looked up): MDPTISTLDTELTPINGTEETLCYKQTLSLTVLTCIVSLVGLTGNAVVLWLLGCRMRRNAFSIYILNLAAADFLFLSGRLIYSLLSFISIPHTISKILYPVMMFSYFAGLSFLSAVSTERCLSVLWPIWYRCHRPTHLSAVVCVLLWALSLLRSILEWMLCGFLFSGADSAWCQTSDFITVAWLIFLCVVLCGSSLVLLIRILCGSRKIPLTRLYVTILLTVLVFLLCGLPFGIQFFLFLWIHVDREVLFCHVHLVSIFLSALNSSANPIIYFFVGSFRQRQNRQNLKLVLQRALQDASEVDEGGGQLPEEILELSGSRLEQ
#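 Material: MrgX1-expressing HEK293 cells; input: 15,000 cells per well; doses: test compound given as first of three sequential additions; schedule: overnight plating before 1 h dye loading; technique: Fluo-4 NW calcium-flux fluorescence, kinetic read; evaluation: baseline-normalised fluorescence change ratio, B-scored; control set: plate-wise positive and negative controls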
# TRPC6 inhibitor: inhibitors of mouse TRPC6 channel. Q61143. HEK293-TRPC6, membrane potential dye, ACh-evoked depolarization; active compounds read low. B-score at 10 µM. actives 1.1% (n = 310,000). AID 2553;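 active = B-score under library mean minus 3 SD, initial fluorescence not abnormally high, positive integrated signal ratio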;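 note: B-score derived from integrated fluorescence ratio over the kinetic read; more negative B-score means stronger inhibition of depolarization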
# TRPC6 act: mouse TRPC6 channel activation; Q61143; HEK293-TRPC6 membrane potential dye fluorescence; active compounds read high; B-score at 10 µM; actives 0.13% (n = 310,000); AID 2550;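 active = B-score of the integrated fluorescence ratio above library mean plus 3 SD, and starting fluorescence ratio within library mean plus 5 SD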;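 note: higher score means more depolarization so channel activation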
# SKKanGAS inh: SKKanGAS growth inhibition | S. pyogenes SKKanGAS, kanamycin growth, BacTiter-Glo, 6 h | inhibition, % at 7.5 µM | actives 1.3% (n = 300,000) | AID 1662;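 active = mean replicate score, as percent of positive control median, at least 50; inconclusive = mean below 50 but one replicate at or above 50; inactive = mean and every replicate below 50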;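 note: strain carries kanamycin resistance gene driven by streptokinase promoter and grows in 40 µg/ml kanamycin; loss of luminescence reflects streptokinase promoter inhibition or plain growth inhibition; 0% = median of DMSO wells and 100% = positive control at its reference dose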
# MrgX1 PAM: human MrgX1 positive allosteric modulation, primary screen | MrgX1-HEK293, Fluo-4 calcium flux, FDSS; active compounds read high | Q96LB2 | AID 588675 | B-score at 10 µM | actives 0.63% (n = 310,000);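 active = plate-corrected calcium response at least 3 library SD above typical, normal starting fluorescence, not activating the receptor alone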;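 note: compound read alongside a low EC10 to EC30 dose of BAM8-22 agonist; peak minus trough fluorescence over baseline measured at the second addition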
# TMEM16A inh: mouse TMEM16A channel inhibition, primary screen; HEK293 TMEM16A/YFP iodide influx fluorescence, ionomycin; actives 1.2% (n = 310,000); Q8BHY3; normalized B-score (activity score, 25-100; higher = stronger inhibition) at 10 µM; AID 588511;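 active = ratio plate-corrected score three or more library SD toward inhibition, starting fluorescence score within five deviations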;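 note: score derived from kinetic fluorescence span divided by baseline fluorescence per well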
# MrgX1 antagonist: antagonists of human MrgX1 receptor. Q96LB2. MRGX1-HEK293 calcium flux, Fluo-4, BAM8-22 antagonism; active compounds read low. B-score at 10 µM. actives 1.3% (n = 310,000). AID 588676;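 active = calcium-response B-score plate-corrected more than 3 library SD below zero, starting fluorescence within 5 deviations, no agonist response on first addition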;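 note: peak minus trough fluorescence over baseline after final BAM8-22 challenge near maximal dose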
# TMEM16A act: mouse TMEM16A channel activation, primary screen | Q8BHY3 | B-score at 10 µM | actives 0.3% (n = 340,000) | HEK293 TMEM16A/YFP-H148Q/I152L, iodide quench fluorescence; active compounds read low;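 active = fluorescence-ratio B-score plate-corrected deviation score at least 3 library SD below zero, with starting fluorescence score within 5 deviations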;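 note: channel opened by trigger with iodide after compound preincubation; score built on the fluorescence ratio of max minus min over baseline; more negative score means more quench and so TMEM16A activation or potentiation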
# RGS4 act: RGS4 potentiation or activation | HEK293 M3R/inducible RGS4, carbachol calcium flux Fluo4; active compounds read low | B-score at 10 µM | actives 0.92% (n = 310,000);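 active = B-score of the integrated calcium signal more than 4 SD below the library mean, with starting fluorescence not abnormally high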;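 note: negative B-score means reduced calcium response which marks RGS4 activation or potentiation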
#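 Also added: carbachol at ECmax as muscarinic agonist stimulus; Assay system: HEK293 cells with stable M3R and inducible RGS4; Timing: overnight RGS4 induction, 30 min dye load 37 °C, 20 min compound RT; Measured by: Fluo4-AM (2 µM) calcium-flux fluorescence, kinetic read.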
# HDAC3 inhib: blocks human histone deacetylase 3; AID 2718; inhibition, % at 8.3 µM; recombinant HDAC3, fluorogenic peptide/trypsin coupled, fluorescence; O15379; actives 0.15% (n = 320,000); in the data active = inhibition above about 26%, passing the limit was not always enough; inconclusive = no clear call, values can overlap the other calls
# Target sequence (O15379 whole entry, looked up): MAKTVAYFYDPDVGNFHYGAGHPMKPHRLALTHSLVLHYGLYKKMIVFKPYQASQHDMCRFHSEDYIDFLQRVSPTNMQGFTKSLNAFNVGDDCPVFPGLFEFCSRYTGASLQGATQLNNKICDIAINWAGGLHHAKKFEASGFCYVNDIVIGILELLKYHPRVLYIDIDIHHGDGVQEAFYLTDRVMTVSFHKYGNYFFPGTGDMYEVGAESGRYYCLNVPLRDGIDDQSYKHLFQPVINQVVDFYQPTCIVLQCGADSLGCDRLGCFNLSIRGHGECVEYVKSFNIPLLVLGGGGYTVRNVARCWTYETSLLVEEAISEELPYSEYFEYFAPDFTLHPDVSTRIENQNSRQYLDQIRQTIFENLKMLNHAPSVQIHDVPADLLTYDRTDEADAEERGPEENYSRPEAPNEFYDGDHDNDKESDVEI
# The depositor's hits bear a star; i = inactive; ? = inconclusive; · = not tested or not shown.
SMILES,RGS4 block,MrgX1 ag,TRPC6 inhibitor,TRPC6 act,SKKanGAS inh,MrgX1 PAM,TMEM16A inh,MrgX1 antagonist,TMEM16A act,RGS4 act,HDAC3 inhib
CN(C)c1ccc(C(CNS(=O)(=O)c2ccc([N+](=O)[O-])cc2)N2CCCC2)cc1 (stereo not drawn),i,i,i,i,2.2,i,i,i,i,i,-2.1
O=C(Nc1cccc(F)c1)N1CCCC(CNS(=O)(=O)Cc2ccccc2)C1 (stereo not drawn),i,i,i,i,-5.7,i,i,i,i,i,-0.4
C=CCn1c(COc2ccc(Cl)cc2)nnc1SCc1ccc(C#N)cc1,i,i,i,i,5.2,i,i,i,i,i,-1.5
CC1(C)CC(c2nc(-c3ccc([N+](=O)[O-])cc3)cs2)CCO1 (stereo not drawn),i,i,i,i,1.5,i,i,i,i,i,5.6
O=C(O)c1cccc(Nc2cc(Cl)c3nonc3c2[N+](=O)[O-])c1,i,i,i,i,-4.3,i,i,i,i,i,2.3
O=C(NNc1ncnc2c1cnn2-c1ccc(F)cc1)c1ccco1,i,i,i,i,27.7,i,i,i,i,i,-3.0
Cc1nn(-c2ccccc2)c2sc(C(=O)NC3CC3)cc12,i,i,i,i,-2.7,i,i,i,i,i,-0.3
O=c1[nH]c2ccccc2cc1CN(CC1CCCO1)S(=O)(=O)c1ccccc1 (stereo not drawn),i,i,i,i,2.8,i,i,i,i,i,10.0
CC(Sc1nnc(-c2cccs2)n1Cc1ccccc1)C(=O)NCc1ccc2c(c1)OCO2 (stereo not drawn),i,i,i,i,-0.5,i,i,i,i,i,-0.7
COc1ccc(-c2c(C)nn3c(N)c(C#N)cnc23)cc1OC,i,i,i,i,-3.3,i,i,i,i,i,?
Cc1ccc(S(=O)(=O)Cc2csc(N)n2)cc1,i,i,i,i,-3.9,i,i,i,i,i,-3.6
CSc1nc2ccccc2cc1/C=C(\C#N)c1cccc(Cl)c1,i,i,i,i,-3.1,i,i,i,i,i,-2.7
CCOC(=O)c1sc(NC(=S)NC(=O)C2CCCC2)cc1C,i,i,i,i,-25.7,i,i,i,i,i,10.7
O=C(CCCC(=O)NNC(=O)Nc1ccccc1)NNC(=O)Nc1ccccc1,i,i,i,i,-1.8,i,i,i,i,i,-1.8
Cc1ccccc1C(=O)N1CCC(C(=O)Nc2ccc(S(=O)(=O)N3CCCCC3)cc2)CC1,i,i,i,i,-7.3,i,i,i,i,i,6.2
CC(=O)Nc1cccc(NC(=O)COc2ccccc2C)c1,i,i,i,i,-2.3,i,i,i,i,i,2.4
O=S(=O)(CCCc1ccccc1)c1ncn[nH]1,i,i,i,i,·,i,i,i,i,i,-4.2
CC(Sc1ccccc1)C(=O)NCC1COc2ccccc2O1 (stereo not drawn),i,i,i,i,0.9,i,i,i,i,i,5.7
CC(=O)NC1=NN(C(C)=O)C(c2ccccn2)S1 (stereo not drawn),i,i,i,i,2.3,i,i,i,i,i,0.6
O=C(/C=C/c1cccc([N+](=O)[O-])c1)Nc1cc(C(=O)O)cc(C(=O)O)c1,i,i,i,i,-0.8,i,i,i,i,i,7.8
COc1cc(C(=O)OCC(=O)N2CCCC2)cc(OC)c1OC,i,i,i,i,-5.6,i,i,i,i,i,-0.3
CC(CCc1ccco1)NC(=O)CSc1cc(=O)n(C)c2ccccc12 (stereo not drawn),i,i,i,i,8.5,i,i,i,i,i,0.3
Cc1ccc(F)cc1NC(=O)CN1CCN(Cc2ccccc2)CC1,i,i,i,i,1.8,i,i,i,i,i,2.0
Cc1ccc2[nH]c(-c3ccccc3)c(CN3CCCC3)c(=O)c2c1,i,i,i,i,-2.0,i,i,i,i,i,-2.3
CC(C)(C)c1cc(NS(=O)(=O)c2ccc(Br)s2)no1,i,i,i,i,-1.0,i,i,i,i,i,10.3
O=C(NNS(=O)(=O)c1ccccc1)c1cnn(-c2ccccc2)c1-n1cccc1,i,i,i,i,-1.9,i,i,i,i,i,-5.0
Cc1ccccc1Nc1c(-c2ccncc2)nc2ccc(Cl)cn12,i,i,-5.78*,i,-5.3,i,i,i,i,i,1.2
CCCN1CCC(NC(=O)CC2C(=O)NCCN2Cc2ccccc2C)CC1 (stereo not drawn),i,i,i,i,-0.3,i,i,i,i,i,-3.2
CCC(=O)Nc1nc2ccc3nc(C)sc3c2s1,i,i,i,i,-4.0,i,i,i,i,i,7.2
CC(=O)Nc1ccc(NC(=O)[C@@H](NC(=O)c2ccccc2F)C(C)C)cc1,i,i,i,i,-3.2,i,i,i,i,i,1.6
COc1ccccc1NS(=O)(=O)c1cccc(C(=O)NC2CCN(Cc3ccccc3)CC2)c1,i,i,i,i,-2.2,i,100*,i,i,i,0.2
COc1ccc(NC(=O)CSc2nnc3ccc(-c4ccncc4)nn23)cc1OC,i,i,i,i,-6.7,i,i,i,i,i,5.4
O=C1CN(c2nc3nonc3nc2N2CCCCC2)CCN1,i,i,i,i,7.6,i,i,i,i,i,4.0
Cc1cc(NC(=O)CSCC(=O)Nc2ccccc2OC(F)F)no1,i,i,i,i,3.1,i,i,i,i,i,0.6
COCCn1c(-c2cccs2)csc1=Nc1cccnc1,i,i,i,i,8.3,i,i,i,i,i,?
COCCN(CCOC)S(=O)(=O)c1ccc(NC(=O)c2cnccn2)cc1,i,i,i,i,-1.4,i,i,i,i,i,7.6
Cc1cccc(NC(=O)CSc2nnc(NC(=O)c3ccc(S(=O)(=O)N4CCOCC4)cc3)s2)c1C,i,i,i,i,19.3,i,i,i,·,i,·
CNC(=S)N(CCc1ccc(S(N)(=O)=O)cc1)C1CC(=O)N(c2ccccc2F)C1=O (stereo not drawn),i,i,i,i,-10.3,i,i,i,i,i,0.9
Cc1ccnc(N2CCC(C(=O)NNC(=O)c3ccccc3)CC2)n1,i,i,i,i,-0.9,i,i,i,i,i,-2.2
COc1ccc(NC(=O)CSc2ncccc2C(=O)OC(C)C)cc1OC,i,i,i,i,-3.6,i,i,i,i,i,3.3
Cc1ccc(S(=O)(=O)N2CCN(C(=O)Cc3ccc(S(=O)(=O)N4CCOCC4)s3)CC2)cc1,i,i,i,i,13.4,i,i,i,i,i,-8.0
COC(=O)c1c(NC(=O)C2COc3ccccc3O2)sc2c1CCN(C(C)=O)C2 (stereo not drawn),i,i,i,i,7.4,i,i,i,i,i,-0.3
COCCN(C(=O)COC(=O)Cc1cccc(OC)c1)c1c(N)n(Cc2ccccc2)c(=O)[nH]c1=O,i,i,i,i,-1.1,i,i,i,i,i,-5.2
O=C(O)c1cc2c(ccc3ccccc32)[nH]1,i,i,i,i,-5.3,i,i,i,i,i,-4.7
COc1cc(C2C(=O)c3ccccc3C2=O)ccc1O,i,i,i,i,-0.7,i,i,i,i,i,-2.9
O=C(CN1C(=O)CCS(=O)(=O)c2ccccc21)Nc1cccc(Cl)c1,i,i,i,i,-2.4,i,i,i,i,i,-3.5
COc1ccc(CCNC(=O)CCCn2nc(C)n3ccnc3c2=O)cc1OC,i,i,i,i,-0.3,i,i,i,i,i,-0.8
CC1=C(C#N)C(=O)NC(=O)/C1=C\c1ccc(-c2cc(C)c(C)cc2[N+](=O)[O-])o1,i,·,i,i,2.0,·,·,·,i,i,·
Cn1c(=O)c2c(nc(SCCN3CCCCC3)n2Cc2ccc(Cl)cc2)n(C)c1=O,i,i,-6.23*,i,7.8,i,i,i,i,-6.97*,-2.5
COc1ccc(N2CCN(C(=O)COCC(=O)O)CC2)cc1,i,i,i,i,21.2,i,i,i,i,i,-4.4
O=C(c1cccc(C(F)(F)F)c1)C1CCCN(C(=O)CCn2cnnn2)C1 (stereo not drawn),i,i,i,i,6.7,i,i,i,i,i,-3.6
Cc1ccc(NC(=O)Cn2cc(C(=O)C3CC3)c3ccccc32)cc1,i,i,i,i,2.7,i,i,i,i,i,-3.9
CC(C)(C)c1ccc(C(=O)CSc2ncn[nH]2)cc1,i,i,i,i,-5.5,i,i,i,i,i,14.1
CCOC(=O)Nc1ccc2c(c1)N(C(=O)CCN1CCN(CCO)CC1)c1ccccc1S2,i,i,i,i,5.1,i,i,i,i,i,-4.9
O=C(Nc1ccc(F)cc1)N1CCCC(c2nc3c(nnn3Cc3ccccc3Cl)c(=O)[nH]2)C1 (stereo not drawn),i,i,i,i,12.6,i,i,i,i,i,-11.0
O=C(CSc1nncs1)Nc1ccc2c(c1)OCO2,i,i,i,i,-2.5,i,i,i,i,i,-0.8
CCC1=C(OC(=O)N(CC)CC)N2C(=O)OC(=NCCc3c[nH]c4ccccc34)[C@]2(Cc2ccccc2)[C@H]2C1=CC[C@H]1C(=O)N(c3ccccc3)C(=O)[C@H]12,i,i,i,i,2.3,i,i,i,i,i,-7.7
CC(=O)N1CCc2cc(S(=O)(=O)Nc3ccc(C)cc3)ccc21,i,i,i,i,3.0,i,i,i,i,i,-0.3
O=[N+]([O-])c1ccc(Cl)cc1NCCCN1CCOCC1,i,i,i,i,·,i,i,i,i,i,4.4
COc1ccc(-c2nn(-c3ccccc3)cc2/C=C2/SC(=S)N(CCC(=O)O)C2=O)cc1,i,i,i,i,83.4*,i,i,-6.04*,i,-7.23*,1.4
# Further structures
SMILES,RGS4 block,MrgX1 ag,TRPC6 inhibitor,TRPC6 act,SKKanGAS inh,MrgX1 PAM,TMEM16A inh,MrgX1 antagonist,TMEM16A act,RGS4 act,HDAC3 inhib
Cc1nnc2n1N=CC=C(c1ccccc1)S2,i,i,i,i,6.5,i,i,i,i,i,1.0
Cc1ccccc1NS(=O)(=O)c1ccc(C(=O)NN2CCCCC2)cc1,i,i,i,i,-2.2,i,i,i,i,i,-2.6
Cc1csc(SCC(=O)Nc2sc3c(c2C#N)CCC3)n1,i,i,i,i,29.1,i,i,i,i,i,-1.4
COc1cc(OC)cc(C(=O)Nc2cccc(NC(=O)c3ccccc3)c2)c1,i,i,i,i,4.2,i,i,i,i,i,-3.1
O=C(O)CC(NC(=O)CCC1CCCCC1)c1cc([N+](=O)[O-])ccc1Cl (stereo not drawn),i,i,i,i,-1.7,i,i,i,i,i,2.8
COc1ccccc1NS(=O)(=O)c1cccc(C(=O)NNC(=O)c2ccc(O)c(Cl)c2)c1,i,i,i,i,-3.3,i,i,i,i,i,4.9
Cc1ccc2nc(CSc3nnc(Cc4cccs4)n3C3CCCCC3)cc(=O)n2c1,i,i,i,i,8.9,i,i,i,i,i,-10.7
CN(C)S(=O)(=O)c1cccc(NC(=S)N/N=C/C(c2ccccc2)c2ccccc2)c1,i,i,i,i,9.8,i,i,i,i,i,3.0
O=C(c1cc(F)ccc1F)C1CCCN(C(=O)CCCN2CCCCC2=O)C1 (stereo not drawn),i,i,i,i,-0.3,i,i,i,i,i,-11.5

# Screening data as filed in PubChem BioAssay.
